Source: PubChem
CHT PAM: CHT positive allosteric modulators, primary screen, cell-based, membrane potential dye, choline EC20; hit rate 0.49% among 310,000; B-score at 10 µM; CHT-expressing cells; active compounds read high; LV-AA mutant CHT in HEK293 cells;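 active = initial fluorescence not abnormally high and integrated response B-score, plate-corrected, over 3 SD above library mean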
Target sequence (Q9GZV3 whole entry, looked up): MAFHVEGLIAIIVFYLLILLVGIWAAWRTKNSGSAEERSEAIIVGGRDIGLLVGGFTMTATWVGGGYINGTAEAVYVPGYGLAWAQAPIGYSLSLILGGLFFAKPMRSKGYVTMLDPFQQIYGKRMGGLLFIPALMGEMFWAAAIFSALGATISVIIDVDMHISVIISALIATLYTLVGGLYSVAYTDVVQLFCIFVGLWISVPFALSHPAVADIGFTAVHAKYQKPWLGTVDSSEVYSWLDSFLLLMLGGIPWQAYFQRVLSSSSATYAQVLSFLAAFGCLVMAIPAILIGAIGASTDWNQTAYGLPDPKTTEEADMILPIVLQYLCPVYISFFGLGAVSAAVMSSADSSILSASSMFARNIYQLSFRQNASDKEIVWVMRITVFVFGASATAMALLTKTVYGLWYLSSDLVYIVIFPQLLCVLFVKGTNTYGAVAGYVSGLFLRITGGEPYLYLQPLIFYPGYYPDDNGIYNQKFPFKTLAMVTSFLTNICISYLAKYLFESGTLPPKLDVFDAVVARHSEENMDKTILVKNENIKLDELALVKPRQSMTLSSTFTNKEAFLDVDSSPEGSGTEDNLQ
OX1R antagonist: OX1R (HCRTR1) antagonists, primary screen, fluorescence, CHO/OX1R cells, Fluo-8 calcium, orexin A; AID 434989, 2010; Orexin/Hypocretin receptor type 1 (Homo sapiens), O43613; inhibition, % at 5 µM; hit rate 0.43% among 330,000; Fluo-8 calcium fluorescence;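 active = inhibition above its plate's threshold, mean inhibition of all tested compounds on the plate plus 3 SD, cut at about 37% in these data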;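 also: 0% = orexin A challenge wells and 100% = SB-334867-A antagonist wells; not every result past the cut was called active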
Target sequence (O43613 whole entry, looked up): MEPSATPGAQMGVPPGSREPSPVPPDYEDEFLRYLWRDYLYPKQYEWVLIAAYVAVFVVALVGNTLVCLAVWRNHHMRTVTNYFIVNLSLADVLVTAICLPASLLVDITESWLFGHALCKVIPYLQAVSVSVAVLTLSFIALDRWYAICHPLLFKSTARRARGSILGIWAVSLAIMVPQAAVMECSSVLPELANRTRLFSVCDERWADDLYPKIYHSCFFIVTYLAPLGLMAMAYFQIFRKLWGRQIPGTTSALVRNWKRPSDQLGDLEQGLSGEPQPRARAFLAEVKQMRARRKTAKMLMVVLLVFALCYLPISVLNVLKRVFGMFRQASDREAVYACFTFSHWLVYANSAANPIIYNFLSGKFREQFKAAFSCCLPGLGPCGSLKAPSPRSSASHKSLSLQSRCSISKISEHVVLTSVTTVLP
* = called active by the depositor; i = inactive; x = no result given.

SMILES	CHT PAM	OX1R antagonist
COCCNC(=O)CN(C(=O)c1ccc(N2CCCC2)nc1)c1ccc(F)c(Cl)c1	i	x
C#CC(CCN1CCCCC1)(OC)c1ccccc1 (stereo not given)	i	x
O=C(CCNC(=O)Cn1ccc2ccccc2c1=O)NCCCN1CCOCC1	i	2
CN(C)c1ccc(C#Cc2ccc3cc(CCO)oc(=O)c3c2)cc1	x	-5
Cc1c(-c2ccccc2)c(P(=O)(N2CCOCC2)N2CCOCC2)c2ccccn12	i	-25
O=C(CN1C(=O)CSc2ccc(S(=O)(=O)N3CCOCC3)cc21)NCc1ccc(Cl)cc1	i	3
CNC(=O)C1=NCCCc2cc(OC)c(OC)cc21	i	-5
CN(c1ccccc1)S(=O)(=O)c1ccc(Cl)c(C(=O)NCCc2c[nH]c3ccccc23)c1	i	-9
O=C(c1ccc(-c2ccccc2)cc1)C1CCCN(C(=O)Cn2cncn2)C1 (stereo not given)	i	-37
Clc1ccc(SCCCCN2CCOCC2)cc1	i	-13
O=C(Nc1ccccc1Cc1ccccc1)c1ccccc1F	i	-21
COc1ccc(-n2ncc3c(NC(C)C)ncnc32)cc1	i	10
COc1cc(-c2cc(-c3ccc(N)cc3)[nH]c(=O)c2C#N)cc(OC)c1OC	i	-16
CN(Cc1ccccc1)C(=O)C1CCCN1S(=O)(=O)c1ccc2c(c1)n(C)c(=O)c(=O)n2C (stereo not given)	i	-20
O=C(CSc1nc2c(sc3ccccc32)c(=O)n1Cc1ccco1)NCC1CCCO1 (stereo not given)	i	-5
COc1ccccc1NC(=O)CCS(=O)(=O)c1ccc2c(c1)oc(=O)n2C	i	-21
CCOC(=O)C1(CCOc2ccccc2)CCN(Cc2ccc(OCC)c(CO)c2)CC1	i	-45
CCCCOc1ccc(S(=O)(=O)N2CCCCC2)cc1	i	-21
O=C(O)C1CCC(CNS(=O)(=O)c2ccccc2)CC1 (stereo not given)	i	-14
Cc1ccc(C(=O)NCC(=O)NCC(c2cccs2)N2CCOCC2)cc1 (stereo not given)	x	-23
NC(=O)Nn1c(CCC(=O)O)ccc1-c1ccc(F)cc1	i	10
COc1ccc(N2CCN(C(=O)C(=O)c3cn(CC(=O)N4CCCCCC4)c4ccccc34)CC2)cc1	i	-25
N/C(=N\OC(=O)CCC1CCCCC1)c1cccc([N+](=O)[O-])c1	i	-8
CN(CC(=O)Nc1ccc(F)cc1)S(=O)(=O)c1ccc2c(c1)c(=O)n(C)c(=O)n2C	i	-28
O=C(NCc1ccco1)C1(S(=O)(=O)c2ccccc2)CC=CC1	i	-4
CCC(=O)NC(=S)Nc1ccc(-c2nc3ccc(C)cc3s2)cc1	i	-8
O=C(CN1CCCCC1)Nc1cccc([N+](=O)[O-])c1	i	2
O=c1[nH]c(C2CCCN(S(=O)(=O)c3ccc(F)cc3)C2)nc2c1nnn2Cc1ccccc1 (stereo not given)	i	-80
COC(=O)c1cc(=O)n(-c2c(Cl)cc(C(F)(F)F)cc2Cl)[nH]1	i	-4
COCc1c(C(=O)OC)nnn1-c1ccccc1	i	-11
COc1ccc(S(=O)(=O)N(C)C[C@H]2Oc3ccc(NS(=O)(=O)c4cccs4)cc3CC(=O)N([C@H](C)CO)C[C@H]2C)cc1	x	-17
O=C(Nc1ccc(S(=O)(=O)Nc2nccs2)cc1)c1cc(-c2ccccc2)nc2ccccc12	i	-8
COc1ccc(-c2noc(CCC(=O)NCC3CCN(Cc4cccc(C)c4)CC3)n2)cc1	i	-10
Cc1[nH]n(-c2ccc(Br)cc2)c(=O)c1/C=N/NC(=O)c1ccccc1	i	x
CCOC(=O)c1cccc(NC(=O)CSc2nnc(COc3ccc(Cl)cc3)o2)c1	i	-29
CCOC(=O)c1c(C)oc2cc(Br)c(OCC(N)=O)cc12	i	-4
Cc1c(OC(C)C(=O)NCC2CCC(C(=O)O)CC2)ccc2c3c(c(=O)oc12)CCCC3 (stereo not given)	i	4
CCOc1ccc(OCC(O)CN2CCc3ccccc3C2)cc1 (stereo not given)	i	-33
CCOC(=O)CNC(=O)c1cc(-c2ccccn2)nc2c(C)c(Cl)ccc12	i	-27
CN(C)c1nc(-c2ccccc2)nnc1C(F)(F)F	i	-14
O=C(COC(=O)/C=C/c1ccc(Cl)cc1)NC1CCCCCC1	x	-1
O=[N+]([O-])CC(=Nc1ccc(Cl)cc1)N/N=C\c1oc(O)c2ccccc12	i	-15
COc1ccccc1NS(=O)(=O)c1cc(C(=O)NCC(c2cccs2)N2CCOCC2)ccc1C (stereo not given)	i	-12
Cc1ccccc1NC(=O)NC1(C(=O)NCCCN2CCOCC2)CCCCC1	i	2
COc1ccc(S(=O)(=O)N2CCCC(C(=O)NCC3CCCO3)C2)cc1C (stereo not given)	i	-6
O=C(COC(=O)c1cccnc1Cl)c1ccc(OC(F)F)cc1	i	-10
O=C(CC1C(=O)NCCN1C(=O)Nc1ccc(F)cc1F)Nc1cc(Cl)ccc1Cl (stereo not given)	i	-15
CCOCCCNC(=O)CCc1nnc2ccc(N3CCCCC3)nn12	i	-28
CCN1C(=O)C(CC(=O)Nc2ccc(OC)cc2)N(CCN2CCOCC2)C1=S (stereo not given)	i	-19
Cc1occc1-c1nnc(SCC(=O)NC2CCCCC2)o1	x	-6

More entries follow.
SMILES	CHT PAM	OX1R antagonist
COc1nc(C)ccc1-c1noc(-c2cccnc2)n1	i	5
Cc1nc2ccccc2n1/N=C/c1ccc([N+](=O)[O-])o1	i	-4
CC(C)(C)C(=O)Nc1ccc2oc(-c3cc(F)c(F)cc3Cl)nc2c1	i	0
CCOC(=O)c1sc2c(c1C)c(=O)c(C(=O)OCC)cn2CC	i	-13
O=C(Nc1ccc(Cl)cc1[N+](=O)[O-])c1ccc2c(c1)OCCO2	i	10
COc1ccc(S(=O)(=O)N2CCCCCC2)cc1NC(=O)CN1C(=O)CNC1=O	x	-15
CCn1c(C(=O)N2CCc3ccccc3C2)cc2sccc21	i	-18
O=C(Nc1cccc2c1CCCC2)c1ccccc1Br	i	14
CC(=O)Nc1cccc(NC(=O)Cc2cccs2)c1	i	-6
Cc1cc(C)cc(NC(=O)CSc2nc(=O)n3cc(C)ccc3n2)c1	i	-27
COc1ccccc1CC(=O)O/N=C(\N)Cc1cccc2ccccc12	i	-33
CCS(=O)(=O)c1ccc(O)c(NC(=O)Nc2ccccc2OC)c1	i	-5
CC1CC(C)CN(S(=O)(=O)c2ccc(C(=O)OCC(=O)NCCN3C(=O)CSC3=O)cc2)C1 (stereo not given)	i	-22
Cc1cccc(C)c1NC(=O)CSc1nc(C)c(CC(=O)c2ccc(Br)cc2)c(C)c1C#N	i	-10
CCC/C(C)=N\Nc1nc2c(c(=O)n(C)c(=O)n2C)n1C	i	-4
CCOc1ccc(Cl)cc1/C=C1/C(=O)ON=C1C	i	11
Cn1c(N)c(C(=O)CSc2nc(C3CC3)n(-c3ccccc3)n2)c(=O)[nH]c1=O	x	-13
CCOC(=O)c1cc(S(=O)(=O)N2CCC(C)CC2)cn1C	i	-14
O=c1c2[nH]cnc2n(-c2ccc(F)cc2)c(=O)n1Cc1ccccc1	i	-5
CC(C)CC(=O)NC(=S)Nc1ccc(S(=O)(=O)NC(C)(C)C)cc1	i	7
CN(C)c1ccc(P(=O)(OCc2ccccc2)C(O)c2ccccc2)cc1 (stereo not given)	i	-17
O=C(CC1C(=O)NCCN1Cc1cccc(Oc2ccccc2)c1)NCCc1ccncc1 (stereo not given)	i	-21
COc1ccc(C2/C(=C(\O)c3ccc4c(c3)OCCO4)C(=O)C(=O)N2Cc2cccnc2)cc1OC (stereo not given)	i	2
CCOC(=O)C(CC)Sc1nnc2n1C(C)(C)Cc1ccccc1-2 (stereo not given)	i	-19
O=C(O)C1C2C=CC(C2)C1C(=O)NCc1ccc(Cl)cc1Cl (stereo not given)	i	-14
O=C(Nc1ccc(N2CCOCC2)cc1)c1ccc2nc(-c3ccco3)c(-c3ccco3)nc2c1	i	2
CCOc1nc(N=C(N)N)nc2c(C)cccc12	6.6*	-6
Cc1csc(N2CCCC2c2nc3cc(Cl)c(N4CCCCC4)cc3n2CCCO)n1 (stereo not given)	i	-38
O=C(Nc1ccc(F)cc1)C1C(c2ccccc2)C1(Cl)Cl (stereo not given)	i	-11
Cc1ccc(C)c(S(=O)(=O)NCC(=O)N2CCCC2)c1	i	0
CCOC(=O)N1CCN(c2ccc(S(=O)(=O)N3CCC(C)CC3)cc2[N+](=O)[O-])CC1	x	-8
O=S(=O)(c1ccccc1)N1CCN(Cc2ccccc2C(F)(F)F)CC1	i	-5
Cc1nn(Cc2ccccc2)c(Cl)c1C(=O)OCC#N	i	8
CCN1C(=O)[C@H]2[C@@H](c3ccc(-c4ccc(F)cc4)cc3)N[C@@](CC(C)C)(C(=O)OC)[C@H]2C1=O	i	-24
Cc1ccc(SCC(=O)Nc2oc(C)c3c(C)n[nH]c(=O)c23)cc1C	x	-28
CN1CCN(C(=O)CCN2C(=O)/C(=C/c3ccc(F)cc3)SC2=S)CC1	i	-3
CC(C)Cc1nc2sc3c(=O)n(N)cnc3c2c2c1COC(C)(C)C2	i	-25
CCOc1ccc(Cl)cc1CSc1n[nH]c(CC)n1	i	-7
CCOC(=O)c1cc2c(ccn2-c2ccc(F)cc2)n1CC(=O)NC(C)(C)C	i	-17
COc1ccc(Cl)cc1C(=O)NNC(=O)CNC(=O)c1ccco1	x	3
CC(C)(C)NC(=O)C(c1ccco1)N(C(=O)Cn1nnc(-c2ccc(F)cc2)n1)c1cccc(F)c1 (stereo not given)	i	-22
Cc1cc(C)c2c(n1)nn1c(NCCCN(C)C)cc(C)nc21	8.1*	-8
O=C(O)CCN1C(=O)c2ccc(NC(=O)CSc3ccc(Cl)cc3)cc2C1=O	i	-7
CC1CCN(S(=O)(=O)c2ccc(C(=O)N3CCCCC3C(=O)O)cc2)CC1 (stereo not given)	x	-11
Nc1c(C(=O)c2ccccc2O)cnn1-c1ccc(S(=O)(=O)N2CCOCC2)cc1[N+](=O)[O-]	i	-1
Cc1cc(=O)[nH]c(SCC(=O)c2ccccc2)c1C#N	i	-5
O=C(CN1C(=O)c2cccnc2Oc2ccc(Cl)cc21)NCCC1=CCCCC1	i	-18
c1ccc(CNC23CC4CC(CC(C4)C2)C3)nc1	i	-10
CC(C)CCN1C(=O)c2ccc(C(=O)Nc3c[nH]c(=O)[nH]c3=O)cc2C1=O	i	-13
CC1Cc2ccccc2N1C(=O)C1CCCN1S(=O)(=O)c1ccc(Cl)cc1 (stereo not given)	i	-19

Following part:
SMILES	CHT PAM	OX1R antagonist
CCOC(=O)/C(C#N)=C1/C=CN(C)C(C)=N1	i	-19
Cn1nc(C(=O)Nc2ccc(S(=O)(=O)NCc3ccco3)cc2)c2ccccc2c1=O	i	-11
COc1ccc(N2CCCC2)c(NC(=O)c2ccc([N+](=O)[O-])o2)c1	i	-29
O=C(N/N=C/c1cccnc1)c1ccc(S(=O)(=O)N2CCCCCC2)cc1	i	-31
CCN(c1ccccc1)S(=O)(=O)c1ccc(C(=O)Nc2ncccc2O)cc1	i	-23
O=C1CCC(C(=O)OCC(=O)N2N=C3/C(=C/c4ccccc4)CCCC3C2c2ccccc2)N1 (stereo not given)	i	-25
Cc1onc(-c2ccccc2Cl)c1C(=O)Nc1nnc(-c2ccc(F)cc2)s1	i	-21
O=C(NN1C(=O)NC2(CCCCC2)C1=O)c1cc2ccccc2o1	x	1
COc1ccc(-c2noc(CCCC(=O)Nc3ccc(C(N)=O)cc3)n2)cc1	i	-1
Cc1cc(=O)oc2c(C)c(OCC(=O)N3CCN(C(=O)C4COc5ccccc5O4)CC3)ccc12 (stereo not given)	i	-15
COc1ccc(NC(=O)c2cc(-c3cccnc3)nc3c(C)c(C)ccc23)c(OC)c1	i	0
COc1ccc(NC(=S)SC)cc1OC	i	3
Cc1ccc(NC(=S)NC(=O)c2cncc(Br)c2)c(C)c1	i	-30
O=C(CCCSc1ccc(Cl)cc1)Nc1cc(S(=O)(=O)N2CCOCC2)ccc1O	x	15
Cc1cc(NC(=O)CSc2nc(C3CC3)nc3sc(C)c(C)c23)no1	i	-22
O=C(NCc1ccccn1)c1ccc(Cl)cc1Cl	i	-3
CC(C)c1ccc(NC(=O)Cn2cccc2C2=NC(c3ccccc3)CO2)cc1 (stereo not given)	i	-34
O=C(CSCc1c(Cl)cccc1Cl)N1CCOCC1	i	-16
COc1ccc(NC(=O)CCc2c(C)nc3nc(C)nn3c2C)cc1	i	-10

Among those listed so far, these contain an aryl thioether with sulfur outside any ring.
SMILES	CHT PAM	OX1R antagonist
Clc1ccc(SCCCCN2CCOCC2)cc1	i	-13
O=C(CSc1nc2c(sc3ccccc32)c(=O)n1Cc1ccco1)NCC1CCCO1 (stereo not given)	i	-5
CCOC(=O)c1cccc(NC(=O)CSc2nnc(COc3ccc(Cl)cc3)o2)c1	i	-29
Cc1occc1-c1nnc(SCC(=O)NC2CCCCC2)o1	x	-6
Cc1cc(C)cc(NC(=O)CSc2nc(=O)n3cc(C)ccc3n2)c1	i	-27
Cc1cccc(C)c1NC(=O)CSc1nc(C)c(CC(=O)c2ccc(Br)cc2)c(C)c1C#N	i	-10
Cn1c(N)c(C(=O)CSc2nc(C3CC3)n(-c3ccccc3)n2)c(=O)[nH]c1=O	x	-13
CCOC(=O)C(CC)Sc1nnc2n1C(C)(C)Cc1ccccc1-2 (stereo not given)	i	-19
Cc1ccc(SCC(=O)Nc2oc(C)c3c(C)n[nH]c(=O)c23)cc1C	x	-28
CCOc1ccc(Cl)cc1CSc1n[nH]c(CC)n1	i	-7
O=C(O)CCN1C(=O)c2ccc(NC(=O)CSc3ccc(Cl)cc3)cc2C1=O	i	-7
Cc1cc(=O)[nH]c(SCC(=O)c2ccccc2)c1C#N	i	-5
O=C(CCCSc1ccc(Cl)cc1)Nc1cc(S(=O)(=O)N2CCOCC2)ccc1O	x	15
Cc1cc(NC(=O)CSc2nc(C3CC3)nc3sc(C)c(C)c23)no1	i	-22
